GlmU inhibition – inhibition of mycobacterial GlmU enzyme – biochemical, glucosamine-1-phosphate acetyltransferase (AID 1376) | M. tuberculosis GlmU acetyltransferase enzyme assay; higher % means a stronger effect | inhibition, %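 (tested at 30 µM in the primary screen)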; hits with a dose series show IC50 in µM | 0.25% of 220,000 active; in the data active = inhibition above about 13%; inconclusive = no clear call, values can overlap the other calls;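 note: 0% = complete reaction with vehicle and 100% = reaction without substrate; strong numbers were not always called active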
Mtb RmlCD inh – blocks M. tuberculosis RmlC and RmlD coupled enzymes; RmlC+RmlD coupled enzyme assay, percent inhibition; primary screen in compound mixtures; inhibition, % at 3.6 µM; 0.03% of 160,000 active; AID 1533; in the data active = inhibition mostly above about 34%, no sharp cut-off; inconclusive = no clear call, values can overlap the other calls; inactive = mostly below about 22%; note: some results filed as inactive read as strong as hits
Target sequence (P9WH09 whole entry, looked up): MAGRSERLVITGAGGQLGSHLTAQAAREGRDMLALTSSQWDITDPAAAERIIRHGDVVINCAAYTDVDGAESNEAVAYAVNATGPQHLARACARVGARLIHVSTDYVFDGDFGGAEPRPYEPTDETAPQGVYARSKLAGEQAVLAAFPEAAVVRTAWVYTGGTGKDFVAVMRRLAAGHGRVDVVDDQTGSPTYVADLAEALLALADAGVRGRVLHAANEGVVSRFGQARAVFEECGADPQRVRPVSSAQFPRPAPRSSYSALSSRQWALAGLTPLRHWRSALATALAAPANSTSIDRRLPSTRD
Target sequence (P9WH11 whole entry, looked up): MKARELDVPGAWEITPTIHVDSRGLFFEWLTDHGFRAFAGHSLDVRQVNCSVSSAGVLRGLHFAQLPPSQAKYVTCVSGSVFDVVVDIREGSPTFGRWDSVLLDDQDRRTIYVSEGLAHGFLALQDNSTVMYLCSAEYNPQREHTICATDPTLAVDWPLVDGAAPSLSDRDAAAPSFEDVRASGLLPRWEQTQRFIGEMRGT
An asterisk follows results filed as active; ? = inconclusive; . = not tested or not shown; & = joins results of further samples.

SMILES	GlmU inhibition	Mtb RmlCD inh
O=C(CCl)Nc1cccc(-c2cnc3ccccc3n2)c1	3.3%	-7.6
CCc1cccc(CC)c1N(COC)C(=O)Cn1ccccc1=N	-0.8%	.
Cc1ccnc(SCC(=O)N2CCCc3ccccc32)n1	0.8%	.
CCCCCCCCCCCCS(=O)(=O)CCC(=O)O	1.0%	48.0
COc1ccc(-c2onc(C)c2-c2cnn(-c3ccccc3)c2)c(O)c1C	-2.9%	-3.3
O=C(c1ccc2ccccc2c1)N1CCN(c2ccc([N+](=O)[O-])c(N3CCOCC3)c2)CC1	-3.0%	.
Cc1cccc(C(=O)OCc2cnc(Cl)s2)c1	-2.2%	5.5
CCOCCCNC(=O)c1c[nH]c2cc(OC)ccc2c1=O	3.4%	-5.2
Cc1nnc(N(C)C(=O)c2cccnc2)s1	0.2%	14.2
Clc1ncc(CN2CCN(c3ccccc3)CC2)s1	0.3%	-8.5
Cc1cc(C)n2nc(C(=O)Nc3ccc4c(c3)OCO4)nc2n1	0.7%	.
Cc1ccc2occ(C(c3nnnn3C3CCCC3)N3CCN(C(=O)c4ccco4)CC3)c(=O)c2c1 (stereo unspecified)	-5.1%	-2.1
COc1ccc(OCC(=O)NNC(=O)C(=O)Nc2ccc(C)cc2)cc1	2.7%	0.6
Cc1ccc(N)c(C(=O)c2ccc(Br)cc2)c1	6.7%	-1.1
CC(C)OC(=O)C1C2C=CC3(CN(Cc4cccs4)C(=O)C13)O2 (stereo unspecified)	-0.4%	.
COc1ccc(S(=O)(=O)N2CCCOC2CNC(=O)C(=O)NCc2ccco2)cc1 (stereo unspecified)	-1.0%	-8.1
Cc1ccc2cc(CCNC(=O)c3cccc([N+](=O)[O-])c3)c(=O)[nH]c2c1C	5.0%	5.0
Cc1ccc(N2C(=O)c3sc4nnc(C)c(=O)n4c3C2=O)cc1	0.7%	.
O=C(Nc1ccc(Cl)cc1)c1cccnc1N1CCCCC1	-1.1%	-0.3
N=C(N)c1ccccc1	-3.3%&-2.4%	.
Oc1ccccc1-n1nc2ccc3nonc3c2n1	4.8%	-12.5
Cc1cc([N+](=O)[O-])ccc1NC(=O)c1ccco1	7.8%	10.8
O=C(c1ccc(Cl)cc1Cl)N1CCSCC1	6.8%	2.0
CC(=O)CSc1ncnc2sc3c(c12)CCC3	-4.7%	5.2
CC(C)(C)NC(=O)NC(=O)COC(=O)c1cccc(OC(F)F)c1	0.7%	.
COc1cccc(CC2(CO)CCCN(C(=O)c3cc[n+]([O-])cc3)C2)c1 (stereo unspecified)	-0.5%	4.2
Cc1ccc(-n2c(=O)[nH]cc(C(=O)Nc3ccc4c(c3)OCCO4)c2=O)cc1	3.9%	.
OCc1cn(-c2ccccc2)nc1-c1ccco1	-4.9%	5.1
COc1ccccc1Sc1ccccc1/C=N/NC(N)=O	-4.0%	2.2
Cc1ccnc(NC(=O)c2cccc(NS(=O)(=O)c3ccccc3C)c2)c1	-2.3%	3.1
CCCOC(=O)CC1C(=O)NCCN1Cc1cc(OC)cc(OC)c1 (stereo unspecified)	-0.3%	-14.7
CCOc1cc(NC(=S)NCc2ccco2)c(OCC)cc1NC(C)=O	1.7%	-4.3
COc1ccc(NC(=O)C(=O)NCCO)cc1Cl	3.1%	-11.2
Fc1ccccc1Nc1nc2ccccc2n2nnnc12	2.8%	.
C=CCN1C(=O)C(O)(CC(=O)c2ccc(-n3cccc3)cc2)c2ccccc21 (stereo unspecified)	0.3%	-1.4
Cc1cc(N(CCO)CCO)nc(-n2nc(C)cc2C)n1	0.0%	2.1
COc1ccc(NS(=O)(=O)c2ccc(NC(C)=O)cc2)c(OC)c1	-2.1%	-3.6
COc1cc(SC#N)ccc1N=Cc1c(C)[nH]n(-c2ccc(C)cc2C)c1=O	-3.1%	-26.9
CCCCCNS(=O)(=O)c1cc(C)ccc1OC	-2.0%	.
CCOC(=O)N1CCN(C(=O)CSc2ccc3nnc(-c4ccccn4)n3n2)CC1	0.6%	-9.7
O=C(c1ccccc1)c1ccc(OCC(O)CN2CCN(Cc3ccccc3)CC2)cc1 (stereo unspecified)	-7.3%	4.1
CCS(=O)(=O)N1CCC(C(=O)OCC(=O)c2ccc(Br)cc2)CC1	3.3%	.
CCOc1ccc(-n2c(SCC(=O)NCc3ccco3)nc3ccccc3c2=O)cc1	-0.3%	-9.9
CCOC(=O)N1CCN(C(=O)Nc2ccc3oc(C)nc3c2)CC1	4.8%	.
Cc1cccc2cc(C(c3nnnn3Cc3ccccc3)N3CCN(C)CC3)c(=O)[nH]c12 (stereo unspecified)	9.0%	.
CCCCNC(=O)CSc1nc2ccc(N3CCOCC3)cc2c(=O)n1Cc1ccc(OC)cc1	-1.2%	-5.3
CCC(=O)Nc1ccc(OCc2nnc3c4ccccc4c(C)nn23)cc1	1.5%	8.5
CCN(CC)CCNS(=O)(=O)c1ccc(/C=C/C(=O)O)cc1	-2.4%	-6.0
CCOc1ccc(NC(=O)N2CCC(C(N)=O)(N3CCCCC3)CC2)cc1	1.2%	.
CCCOc1ccc2oc(=O)c3c(c2c1)CCCN3C(=O)CN1CCCC(C(=O)OCC)C1 (stereo unspecified)	-3.1%	19.2
Cc1ccc(NC(=S)NC(NC(=O)Cc2cccc3ccccc23)C(Cl)(Cl)Cl)cc1 (stereo unspecified)	-5.2%	.
COCCNC(=O)CSc1ccc(Cl)cc1	2.8%	1.8
COC(=O)c1cc2c([nH]c3ccccc32)c(C)n1	-2.4%	2.9
COc1cc(/C=C2/OC(=O)c3cc([N+](=O)[O-])ccc32)cc(OC)c1OC	1.1%	.
CCCCNC(=S)N1CCN(CC)CC1	-0.7%	.
Cc1ccccc1C1C2=C(Nc3[nH]n(-c4ccccc4)c(=O)c31)c1ccccc1C2=O (stereo unspecified)	5.4%	-12.6
Cc1cc(-c2ccc([N+](=O)[O-])cc2)nc2ccccc12	1.0%	6.4
O=C1/C(=C\c2cccs2)Sc2ccc3ccccc3c21	-2.2%	9.3
CC(C)Cc1nc(N2CCN(C(=O)c3ccccc3)CC2)c(C#N)c2c1CCC2	-5.7%	.
CS(=O)(=O)Nc1nc2ccccc2[nH]1	4.7%	7.6

15 compounds from above, ordered by formula weight, low to high.
SMILES	GlmU inhibition	Mtb RmlCD inh
CS(=O)(=O)Nc1nc2ccccc2[nH]1	4.7%	7.6
CCCCNC(=S)N1CCN(CC)CC1	-0.7%	.
COC(=O)c1cc2c([nH]c3ccccc32)c(C)n1	-2.4%	2.9
COCCNC(=O)CSc1ccc(Cl)cc1	2.8%	1.8
Cc1cc(-c2ccc([N+](=O)[O-])cc2)nc2ccccc12	1.0%	6.4
O=C1/C(=C\c2cccs2)Sc2ccc3ccccc3c21	-2.2%	9.3
CCN(CC)CCNS(=O)(=O)c1ccc(/C=C/C(=O)O)cc1	-2.4%	-6.0
CCOC(=O)N1CCN(C(=O)Nc2ccc3oc(C)nc3c2)CC1	4.8%	.
COc1cc(/C=C2/OC(=O)c3cc([N+](=O)[O-])ccc32)cc(OC)c1OC	1.1%	.
CCC(=O)Nc1ccc(OCc2nnc3c4ccccc4c(C)nn23)cc1	1.5%	8.5
CCOc1ccc(NC(=O)N2CCC(C(N)=O)(N3CCCCC3)CC2)cc1	1.2%	.
CC(C)Cc1nc(N2CCN(C(=O)c3ccccc3)CC2)c(C#N)c2c1CCC2	-5.7%	.
Cc1ccccc1C1C2=C(Nc3[nH]n(-c4ccccc4)c(=O)c31)c1ccccc1C2=O (stereo unspecified)	5.4%	-12.6
Cc1ccc(NC(=S)NC(NC(=O)Cc2cccc3ccccc23)C(Cl)(Cl)Cl)cc1 (stereo unspecified)	-5.2%	.
CCCCNC(=O)CSc1nc2ccc(N3CCOCC3)cc2c(=O)n1Cc1ccc(OC)cc1	-1.2%	-5.3

Next section:
SMILES	GlmU inhibition	Mtb RmlCD inh
CCOc1ccc(C2c3[nH]c4ccccc4c3CCN2C(=O)Cn2cncn2)cc1 (stereo unspecified)	5.9%	6.0
COCCOC(=O)C1=C(C)N=C2SCCC(=O)N2C1c1ccc(OC(=O)c2ccco2)cc1 (stereo unspecified)	-1.4%	-11.1
CCCN(CCC)CCCNC(=O)CC(C(=O)N1CCc2ccccc21)n1ccnc1 (stereo unspecified)	2.4%	-8.2
Nn1c(COc2ccc(Cl)cc2)nc2ccccc2c1=O	2.3%	-8.0
OC(Cn1nnc2ccccc21)Cn1c(C(F)(F)F)nc2ccccc21 (stereo unspecified)	-0.1%	.
COC(=O)C1(O)CC(C(C)C)=NN1C(=O)c1ccc(Cl)cc1 (stereo unspecified)	-1.0%	.
N#CCCn1cc(C(=O)Nc2ccc(F)cc2)c(-c2ccc([N+](=O)[O-])cc2)n1	0.6%	-7.6
COC(=O)CC1C(=O)NCCN1Cc1cn(-c2ccc(C)cc2)nc1-c1cccc(C)c1 (stereo unspecified)	7.3%	.
COc1ccccc1CNC(=O)Cn1cc2c(n1)CCCC2	-0.2%	-11.7
CC1CCc2c(sc(NC(=O)c3ccc(Cn4cc(Br)cn4)o3)c2C(N)=O)C1 (stereo unspecified)	0.5%	.
O=C(c1cccc(F)c1)N1CCN(Cc2ccco2)CC1	3.8%	40.9
O=c1cc(CNC2CCCCC2)c2ccccc2[nH]1	-1.2%	?
Cc1nc(Cl)cc(CS(=O)(=O)c2ccc(Cl)cc2)n1	2.1%	-9.7
Cc1cccc(OCCCn2ccnc2)c1	2.8%	.
CCOC(=O)C1(Cc2cccc(F)c2)CCN(Cc2cnn(CC)c2)CC1	-3.5%	.
CCN(CC)CCCNC1=C(Cl)C(=O)c2ccccc2C1=O	-3.3%	-5.5
Cc1cc(C)c2cc(CNC3CCCC3)c(Cl)nc2c1	-0.4%	-13.9
O=C(COc1ccccc1)NNC(=O)c1cc2ccccc2oc1=O	-3.4%	-8.1
CCCC(=O)Nc1ccccc1NC(=O)c1ccc(OC(C)=O)cc1	1.9%	7.5
COc1cccc(C(=O)Nc2cc3c(cc2Cl)OCCCO3)c1	-2.4%	-8.0
COc1cc(C(=O)NNC(=S)NC(=O)/C=C/c2ccccc2)cc(OC)c1OC	-1.4%	-3.8
Cc1ccc(-c2ccc(/C=N/NC(N)=S)o2)cc1	2.9%	5.5
COc1cc(/C=C2/C(=N)N3C=CSC3=NC2=O)ccc1OCCCOc1ccccc1C	-3.9%	-3.5
Fc1c(F)c(C(F)(F)F)c(F)c(F)c1N1CCN(c2ccc3nnc(C(F)(F)F)n3n2)CC1	-0.6%	-12.6
O=C(c1cc2n(n1)C(C(F)(F)F)CC(c1ccc(F)cc1)N2)N1CCCC1 (stereo unspecified)	-1.1%	.
COc1ccccc1N1C(=O)[C@@H]2C(C(=O)CN3C(=O)c4ccccc4C3=O)=NN[C@@H]2C1=O	-1.4%	-6.5
CCOc1ccc(NC(=O)c2ccc3c(c2)N(Cc2ccc(F)cc2)C(=O)CS3=O)cc1 (stereo unspecified)	4.5%	5.2
CCc1ccccc1N1CCN(S(=O)(=O)c2cc(OC)ccc2OC)CC1	-2.4%	11.1
COc1ccc(CN2CC3CC(C2)c2cccc(=O)n2C3)cc1OC (stereo unspecified)	-0.8%	.
Nc1ncnc2nc(SCCN3CCCCC3)[nH]c12	.	3.0
O=C(Nn1c(O)c(C=C2N=c3ccccc3=N2)sc1=S)c1ccc(Cl)cc1	.	95.7
CC1=C(C(=O)N(C)CCC#N)C2(CCCCC2)OC1=O	-3.0%	4.6
CCOc1ccc(C(OC(=O)c2ccco2)C(=O)NCc2ccc(C)cc2)cc1 (stereo unspecified)	2.8%	18.9
Cc1ccc(OCC(=O)NC(=S)Nc2cccc(C)n2)cc1	1.3%	0.1
CCCOc1ccc(C2c3c(oc4cc(C)c(C)cc4c3=O)C(=O)N2CCCN2CCOCC2)cc1 (stereo unspecified)	-3.6%	4.6
Cc1cc(C(F)(F)F)nc(SCC(=O)Nc2ccccc2)n1	-4.3%	-5.7
O=C(CN1CCN(S(=O)(=O)c2cc(Cl)ccc2Cl)CC1)Nc1ccc2c(c1)OCCO2	2.7%	.
Cc1cc(NC(=O)c2cc(C)on2)no1	0.0%	11.9
O=C1Nc2ccc(F)cc2C12Nc1ccccc1-c1nnc(SCc3ccccc3F)nc1O2 (stereo unspecified)	0.5%	.
CC(C)(C)n1nc2c(c1NC(=O)COc1ccccc1F)CS(=O)(=O)C2	2.4%	.
Cc1ccc(N2C(N)=C(C#N)C(c3cccnc3)C3=C2CCCC3=O)cc1 (stereo unspecified)	-3.6%	?
O=C1NCN(CCO)CN1	0.0%	-7.8
COc1ccc(C(=O)C[N+]2(C)CCOCC2)cc1	-3.5%	1.9
CC(C)C(=O)NC(=S)NCC(=O)c1ccccc1	.	-4.7
CCCn1c(O)c(CN2CCCCC2)c(C)c(C#N)c1=O	5.5%	.
CCn1cc(S(=O)(=O)CC(=O)Nc2cc(C)ccc2C)c2ccccc21	2.7%	9.8
COCc1nnc(NS(=O)(=O)c2ccc(Br)cc2)s1	-2.2%	.
Cc1ccc(NCc2ccccc2F)cc1	6.5%	9.0
Cc1ccc(C(=O)Nc2nc(-c3cccnc3)cs2)o1	-2.1%	-3.4
Cc1ccc(C(=O)c2cn(-c3ccc(F)c(Cl)c3)nn2)cc1	3.0%	-7.4
N#C/C(=C/c1cn(-c2ccccc2)nc1-c1cccc(OCc2ccc(F)cc2)c1)C(=O)NCCCn1ccnc1	-0.9%	2.5
COc1ccc2c(Cl)c(C(=O)NCc3ccco3)sc2c1	-6.6%	-0.4
COc1ccc(-c2cnc3c(c2)CCC3(C#N)C#N)cc1	8.9%	4.8
O=C(COC(=O)c1cc(S(=O)(=O)N2CCCCC2)ccc1N1CCOCC1)NCCc1ccc(F)cc1	-1.6%	.
CCOC(=O)c1ccc(NC(=S)N(CCCN2CCN(CC)CC2)Cc2ccco2)cc1	-7.6%	-5.5
Nc1nonc1-n1nnc(C(=O)O)c1-c1cccs1	5.2%	.

Bioassay records from PubChem BioAssay.

Not all compounds are listed; rates above refer to the full screens.
